Compound activity as filed in PubChem BioAssay.
GIRK2 act: activators of NPY4-receptor-primed GIRK2 channels, summary, cell-based, HEK293, thallium flux. G protein-activated inward rectifier potassium channel 2 (Homo sapiens), P48051. HEK293 GIRK2/NPY4 cells, thallium flux fluorescence. activation (% efficacy), % for hits at 37.5 µM. 34,000 tested, under 10 active;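 active means primary screen hit, no activity in plain HEK293 cells, and in GIRK2-only cells above 5% efficacy rising with concentration; inactive means the rest, including fluorescent compounds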;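 further: efficacy is normalized control-subtracted fluorescence 15 s after thallium addition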
Target sequence (P48051 whole entry, looked up): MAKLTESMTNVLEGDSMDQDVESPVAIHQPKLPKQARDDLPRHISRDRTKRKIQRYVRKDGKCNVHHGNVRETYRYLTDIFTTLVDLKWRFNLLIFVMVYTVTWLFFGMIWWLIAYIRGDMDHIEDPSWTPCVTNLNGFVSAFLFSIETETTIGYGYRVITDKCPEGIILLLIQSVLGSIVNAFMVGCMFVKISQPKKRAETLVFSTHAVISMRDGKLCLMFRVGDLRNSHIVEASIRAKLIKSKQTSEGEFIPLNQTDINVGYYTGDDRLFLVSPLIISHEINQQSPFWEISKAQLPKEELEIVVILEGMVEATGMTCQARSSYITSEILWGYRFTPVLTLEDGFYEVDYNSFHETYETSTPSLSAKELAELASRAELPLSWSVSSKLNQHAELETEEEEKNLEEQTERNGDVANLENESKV
Calls only; i = inactive.

SMILES	GIRK2 act
CC(C)S(=O)(=O)c1cccc(C(=O)Nc2ccc(-c3nc4ccccc4o3)cc2)c1	i
COc1ccc(C(CNC(=O)C(=O)NCc2cccs2)N2CCOCC2)cc1 (stereo not drawn)	i
COc1ccc(C(=O)NCCn2nc(C(F)(F)F)n(C)c2=O)cc1OC	i
OC(COC1CCCC1)CN1CCN(c2ccc(F)cc2)CC1 (stereo not drawn)	i
O=C(COc1ccc(Cl)cc1Cl)Nc1ccc2c(c1)N(C(=O)C1CCCO1)CC2 (stereo not drawn)	i
O=C(NCCOc1ccc2nnc(-c3cccc(F)c3)n2n1)c1cccc(C(F)(F)F)c1	i
O=C(C1=C(O)C(=O)N(CCCN2CCOCC2)C1c1ccccn1)c1ccco1 (stereo not drawn)	i
O=C(Cc1ccccc1)Nc1nnc(CS(=O)(=O)c2ccccc2)o1	i
O=C(NCc1nc2ccccc2[nH]1)c1ccc2c(c1)ncn2-c1ccccc1	i
Cc1nnc2ccc(N3CCN(S(=O)(=O)c4ccc(Cl)c(Cl)c4)CC3)nn12	i
COC(=O)c1ccc(C(=O)Nc2cccc(N3CCCCC3=O)c2)cc1	i
CC(C)c1cc(=O)n(CC(=O)NCc2ccccc2OC(F)(F)F)cn1	i
COc1ccc(OC)c(Nc2nc(CC(=O)NCc3cccs3)cs2)c1	i
CS(=O)(=O)N1CCCCC1C(=O)Nc1nc2cc3c(cc2s1)OCCO3 (stereo not drawn)	i
CC(C)S(=O)(=O)c1ccc(C(=O)Nc2sccc2C(N)=O)cc1	i
COCC(=O)NCCn1nc(-c2cccs2)n(C)c1=O	i
Cc1noc(CNC(=O)CCC2CCCC2)n1	i
CCCCOc1ccc(C(=O)NCCn2nc(C(F)(F)F)n(C)c2=O)cc1	i
O=C(Cn1ccnc1-c1ccnc(N2CCCC2)c1)NCc1ccccc1Cl	i
Cc1cccc(OCC(=O)NCCCn2nc(-c3ccccc3)ccc2=O)c1C	i

Given in markdown: entries from further up
| canonical_smiles | GIRK2 act |
| --- | --- |
| CS(=O)(=O)N1CCCCC1C(=O)Nc1nc2cc3c(cc2s1)OCCO3 (stereo not drawn) | i |
| CC(C)S(=O)(=O)c1ccc(C(=O)Nc2sccc2C(N)=O)cc1 | i |
| COCC(=O)NCCn1nc(-c2cccs2)n(C)c1=O | i |
| Cc1noc(CNC(=O)CCC2CCCC2)n1 | i |

Next section.
SMILES	GIRK2 act
COc1ccc(NC(=O)c2nnn(-c3ccc(OC)cc3)c2N)cc1	i
Cc1nc(C)c(C(=O)N2CC(c3nc(-c4cccc(C(F)(F)F)c4)no3)C2)s1	i
CN(CC(=O)NCC1CCCO1)S(=O)(=O)c1cccc2cnccc12 (stereo not drawn)	i
Cc1cc(NC(=O)c2c(F)cccc2Cl)ccc1N1CCCC1=O	i
CCOc1ccc(-c2ccc(SCCN3CCCCC3)nn2)cc1	i
O=C(Nc1ccc2c(c1)CN(C(=O)c1ccco1)CC2)C1CCCC1	i
O=C(c1ccccc1C(F)(F)F)N1CCN(C(=O)C2CC2c2cccs2)CC1 (stereo not drawn)	i
COc1ccc(-c2nnc(NC(=O)Cc3ccc(C)cc3)o2)c(OC)c1	i
O=C(Cn1cnc(-c2ccc(Cl)cc2)cc1=O)NCc1ccccc1OC(F)(F)F	i
CC1=NN(c2ccccc2)C(=O)C1C(=O)c1ccc(Br)o1 (stereo not drawn)	i
COc1ccc(C(CNC(=O)C(=O)Nc2ccc([N+](=O)[O-])cc2C)N2CCOCC2)cc1 (stereo not drawn)	i
O=C(Oc1ccccc1)N1CCC(CNS(=O)(=O)c2ccc(C(F)(F)F)cc2)CC1	i
CNC(=O)Cn1nnn(-c2ccc(NC(=O)c3ccccc3SC)cc2)c1=O	i
CC(=O)Nc1ccc(S(=O)(=O)NCc2cnn3ccccc23)cc1	i
COc1cn(-c2ccc(F)cc2)nc1C(=O)N1CCN(C(C)=O)CC1	i
COc1ccc(S(=O)(=O)NCCC(O)c2cccs2)cc1Cl (stereo not drawn)	i
COc1ccc(CCNC(=O)N(Cc2cccn2C)C2CC2)cc1	i
CC(C)NCC(O)COCCOc1ccc(C(C)C)cc1 (stereo not drawn)	i
CC(C)Sc1ccc(C(=O)Nc2nnc(-c3ccc4c(c3)OCCO4)o2)cc1	i
COc1ccc(S(=O)(=O)CCC(=O)Nc2ccc3nc(C)sc3c2)cc1	i
O=C(NCCC(O)c1ccco1)NC(c1ccccc1)c1ccccc1 (stereo not drawn)	i
O=C(Nc1ccccn1)c1ccc(S(=O)(=O)Nc2cccnc2)o1	i
COc1ccccc1N(CC(O)CNC(C)C(=O)O)S(=O)(=O)c1ccccc1 (stereo not drawn)	i
O=C(c1cccc(C(F)(F)F)c1)N1CCN(Cc2nc(-c3cccs3)cs2)CC1	i
Cc1cc(NC(=O)Cc2ccc(F)cc2)n(-c2nc3c(cnn3-c3ccc(Cl)cc3)c(=O)[nH]2)n1	i
COc1ccc(SCCC(=O)Nc2cc(Cl)ccc2Cl)cc1	i
CCOc1cccc2sc(N(CCCN(C)C)C(=O)c3ccn(C)n3)nc12	i
COCCn1nnn(-c2ccc(NS(=O)(=O)Cc3ccccc3)cc2)c1=O	i
CC(=O)Nc1cccc(NC(=O)Cn2nc(-c3ccco3)c3sc(N4CCCCC4)nc3c2=O)c1	i
CC(C)(C)OC(=O)N1CCC(NCC(F)(F)F)CC1	i
O=C(NCCc1ccc(Cl)cc1)c1csc(NS(=O)(=O)c2ccccc2)n1	i
COc1ccc(S(=O)(=O)c2cc3ccccc3oc2=O)cc1	i
O=C(NC1CCCC(O)C1)c1ccc(F)cc1F (stereo not drawn)	i
Cc1cnc(NC(=O)C2CN(c3nc4ccccc4s3)C2)s1	i
CN(C)C(CNC(=O)C(=O)Nc1ccc2c(c1)OCO2)c1cccc2ccccc12 (stereo not drawn)	i
Cc1cccc(NC(=O)NCCNc2ccc(Nc3ccncc3)nn2)c1C	i
CS(=O)(=O)N1CCC(CNC(=O)NC2CCCCC2)CC1	i
Cc1noc(CNC(=O)c2cccc(Cl)c2)n1	i
CCOc1ccc(S(=O)(=O)Nc2cccnc2)c(OCC)c1	i
O=C(CSc1nc(=O)n(CC2CCCO2)c2c1CCCC2)Nc1ccc2c(c1)OCCO2 (stereo not drawn)	i
COc1ccc(Cl)cc1C(=O)Nc1nnc(-c2ccnn2C(C)C)o1	i
COc1ccc(S(=O)(=O)Nc2nc(C(=O)N3CCc4ccccc4C3)cs2)cc1	i
Cc1cc(C(=O)Nc2ccc(Cl)cc2)on1	i
CCC(C(=O)NCCC(O)c1cccs1)c1ccccc1 (stereo not drawn)	i
NC(=O)C1Cc2ccccc2N1C(=O)c1cc(Cl)ccc1Cl (stereo not drawn)	i
O=C(NCc1ccc(F)cc1)C(=O)NCC1(c2cccs2)CCOCC1	i
CCc1nnsc1C(=O)Nc1ccc(S(N)(=O)=O)cc1	i
COc1ccc(NS(=O)(=O)c2ccc3c(c2)OCCO3)cc1N1CCCCC1=O	i
COC(=O)c1cc(OC)c(OC)cc1NC(=O)C(c1ccccc1)N1CCOCC1 (stereo not drawn)	i
COc1ccc(CC(=O)Nc2ccc(CC(=O)NC3CC3)cc2)cc1	i
Cc1nnc(NC(=O)C2CN(c3nc4c(C(F)(F)F)cccc4s3)C2)s1	i
CCOC(=O)Cn1c(C2CC(=O)N(c3ccc(C)c(Cl)c3)C2)nc2ccccc21 (stereo not drawn)	i
CN1C(=O)CSc2cnn(CC(=O)NCc3ccccc3)c(=O)c21	i
COc1ccc(-c2cc(CC(=O)N3CCCc4ccccc43)no2)cc1OC	i
CC(=O)c1ccc(NC(=O)CSC2=NS(=O)(=O)c3ccc(C)cc3N2)cc1	i
O=C(Cn1c(=O)c2sccc2n(CC(=O)Nc2ccccc2)c1=O)NCc1ccco1	i
N#Cc1nc(-c2ccc(S(=O)(=O)N3CCc4ccccc4C3)cc2)oc1NCC1CCCO1 (stereo not drawn)	i
O=C(Cc1cccs1)Nc1ccc2c(c1)N(C(=O)c1ccco1)CC2	i
CSc1ccccc1NC(=O)C(=O)NCC1CCN(c2ncccn2)CC1	i
O=C(Cn1cnc(-c2ccc(Cl)cc2)cc1=O)N1CCOCC1	i

Continued, starting with the last 4 of the part before.
SMILES	GIRK2 act
N#Cc1nc(-c2ccc(S(=O)(=O)N3CCc4ccccc4C3)cc2)oc1NCC1CCCO1 (stereo not drawn)	i
O=C(Cc1cccs1)Nc1ccc2c(c1)N(C(=O)c1ccco1)CC2	i
CSc1ccccc1NC(=O)C(=O)NCC1CCN(c2ncccn2)CC1	i
O=C(Cn1cnc(-c2ccc(Cl)cc2)cc1=O)N1CCOCC1	i
COc1ccc(Cl)c2sc(N3CCN(C(=O)c4ccn(C)n4)CC3)nc12	i
Cc1c(NC(=O)CN2CCOCC2)c(=O)n(-c2ccccc2)n1C	i
COc1cn(CC(=O)Nc2ccc(C)cc2C)c(CSc2nnc(C)s2)cc1=O	i
CCOc1cc(C)ccc1S(=O)(=O)n1ccnc1	i
COc1cccc(CNC(=O)CS(=O)(=O)c2ccc(Cl)s2)c1	i
COc1cccc(S(=O)(=O)N2CCN(c3ccccc3)CC2)c1	i
COCCn1c(=NC(=O)c2ccno2)sc2cc(S(C)(=O)=O)ccc21	i
COc1ccc(C2(CNC(=O)NC3CC3)CCCC2)cc1	i
COc1ccc(CCNC(=O)Nc2ccc3c(c2)N(C(=O)C(C)C)CCC3)cc1	i
CCOc1ccc(NC(=O)CSc2ncc(S(=O)(=O)c3ccc(C)c(Cl)c3)c(=O)[nH]2)cc1	i
O=S(=O)(c1ccccc1)N1CCCN(CCn2cccn2)CC1	i
C=CCc1c(C)nc2c(-c3ccccc3)cnn2c1NCCCn1ccnc1	i
Cc1cccc(NC(=O)C(=O)NCC(O)c2cccn2C)c1C (stereo not drawn)	i
O=C(Nc1ccccc1)N1CCC(c2cccs2)CC1	i
O=S(=O)(NCC1CCN(C2CCCC2)CC1)c1cccs1	i
COc1ccc(CCNC(=O)CS(=O)(=O)c2ccc(Cl)s2)cc1OC	i
CCCc1c(C(=O)Nc2ccc(C)cc2C)nnn1-c1ccccc1	i
COc1ccc(CC(=O)N2CCN(c3ncnc4c3nnn4C)CC2)cc1	i
C=CCn1c(SCc2nc(-c3ccc(OC)c(OC)c3)no2)nc2cc3c(cc2c1=O)OCO3	i
COc1nn(C)cc1C(=O)NCC(=O)Nc1ccc(C#N)cc1	i
CCOc1ccc(NC(=O)C(=O)NCCCN2CCN(c3ccccc3)CC2)cc1	i
COCCNC(=O)c1cc(-c2ccc(OC)cc2)nc2c1c(C)nn2C1CCS(=O)(=O)C1 (stereo not drawn)	i
Cc1cnn(C)c1C(=O)N(Cc1cccnc1)c1nc2ccc(Cl)cc2s1	i
COc1ccc(OC)c(Nc2nc(CC(=O)NCc3ccc(F)cc3)cs2)c1	i
COc1cccc(CNC(=O)Cn2c(=O)n(Cc3ccccc3Cl)c(=O)c3nccnc32)c1OC	i
CCCc1ccc(C(=O)Nc2ccc3c(c2)N(C(=O)C2CC2)CC3)cc1	i
CCCNC(=O)C(=O)NCCCN1CCN(c2ccccc2)CC1	i
COc1ccccc1C(=O)NCC(C)(O)c1ccccc1 (stereo not drawn)	i
CCc1ccc(S(=O)(=O)Nc2cc(-c3cn4nc(OC)ccc4n3)ccc2OC)s1	i
COc1ccc(C(F)(F)F)cc1NC(=O)CSc1cc(N2CCOCC2)ncn1	i
O=C(NCC1(O)CCOCC1)c1cccc(Br)c1	i
CCOc1cn(-c2ccc(F)cc2)nc1C(=O)N1CCN(c2ccccc2)CC1	i
COc1ccc(CC(=O)Nc2ccc(N3CCCCC3=O)cc2)cc1	i
Cc1noc(C)c1S(=O)(=O)NCC1CCN(c2ccccn2)CC1	i
CCc1cccc2sc(N(Cc3ccncc3)C(=O)c3ccc([N+](=O)[O-])s3)nc12	i
COc1ccc(-c2nc(CNC(=O)Cn3cnc(-c4cccs4)cc3=O)cs2)cc1	i
CC(C)n1ccc(-c2nnc(NC(=O)COc3ccccc3F)o2)n1	i
O=S(=O)(Cc1ccccc1Cl)NCC(c1cccs1)N1CCOCC1 (stereo not drawn)	i
COc1cc(-c2noc(Cn3cnc4c(cnn4-c4ccc(F)cc4)c3=O)n2)cc(OC)c1OC	i
O=C(NCC1CCN(S(=O)(=O)C2CC2)CC1)c1cccc(F)c1	i

Given comma-delimited: entries from further up.
SMILES,GIRK2 act
COc1ccc(C(F)(F)F)cc1NC(=O)CSc1cc(N2CCOCC2)ncn1,i
O=C(NCC1(O)CCOCC1)c1cccc(Br)c1,i
CCOc1cn(-c2ccc(F)cc2)nc1C(=O)N1CCN(c2ccccc2)CC1,i
COc1ccc(CC(=O)Nc2ccc(N3CCCCC3=O)cc2)cc1,i
Cc1noc(C)c1S(=O)(=O)NCC1CCN(c2ccccn2)CC1,i

Further results
SMILES	GIRK2 act
O=C(CN1C(=O)c2ccccc2S1(=O)=O)Nc1cc(Cl)ccc1O	i
CCc1nnc(-c2cccc(OCC(=O)NCc3ccc(C)cc3)c2)o1	i
CC(=O)N1CCc2ccc(NC(=O)Nc3ccc4c(c3)OCO4)cc2C1	i
COc1cc(Cl)c(C)cc1NC(=O)CCc1ccccc1	i
Cn1nnc2c(=O)n(CC(=O)NCC3CCCO3)cnc21 (stereo not drawn)	i
COCCNC(=O)Cn1nc2c(c1NC(=O)c1cc3ccccc3oc1=O)CSC2	i
COc1ccc(NC(=O)Cn2c3c(c(=O)n(C4CCCCC4)c2=O)CCC3)cc1Cl	i
CC(C)C(=O)N1CCCc2ccc(NC(=O)C(=O)NCCc3ccccc3)cc21	i
COc1ccc(-c2ccc(C)c(NC(=O)c3cccc(OC)c3OC)c2)nn1	i
COc1ccccc1CNC(=O)c1csc(NS(=O)(=O)c2cccs2)n1	i
COc1ccc(CC(=O)N2CCNC(=O)C2C)cc1C (stereo not drawn)	i
O=C(CCN1C(=O)c2ccccc2S1(=O)=O)NCCN1CCOCC1	i

Only part of the results is shown (hit frequency here may not be typical).
